SMN2 splice up = SMN2 splice variant enhancement. actives 2.8% (n = 210,000). Potency, µM (titrated, usually from 46.1 µM), without a hit: at the highest dose activity change, positive = activation, actives largely listed as activators. HEK293 SMN2-luciferase splicing reporter, luminescence, 30-36 h; note: % of control where 0% means no effect; nearly all actives have a fitted effect of over 55% in size
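HEK293 cells carry an SMN2 […]–luciferase reporter in which exon 7 inclusion puts luciferase in frame. Cells were plated 10-12 h before compound addition, then incubated 30-36 h at 37C. ONE-Glo luminescence was read; sodium butyrate at 4.5 mM final served as control.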
Epigenetic reg = regulators of epigenetic silencing causing reporter derepression in mouse cells. murine LDR cells, GFP reporter derepression, 30 h. actives 0.2% (n = 280,000). AID 1865. Potency, µM (titrated, usually from 53.9 µM), without a hit: top-dose GFP activation, hits mostly activators; note: % of control where 0% means no effect; nearly all actives have a fitted effect of over 60% in size
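Murine LDR cells carrying a silenced, genomically integrated CMV-driven GFP reporter were exposed to compound for 30 hours at 37 C. After PBS washes, GFP-positive cells (20–120 um objects) were counted by laser-scanning microplate cytometry.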
An asterisk follows results filed as active; ? = inconclusive; [ ] = remark or other dose. Calls come from the whole dose curve; as a rule, active = well fitted curve in the direction sought with a large enough effect; inconclusive = small, poorly fitted or top-dose-only effect, or another doubt; inactive = no such curve, though single readings can be large; an effect the other way counts as inactive or inconclusive. Potency is the fitted concentration of half-maximal effect. Only part of the results is shown, so the mix of outcomes need not match the whole.

Structure | SMN2 splice up | Epigenetic reg
COc1ccc(C2CC(=O)N(CC(=O)Nc3ccc(C)c(Cl)c3)c3ccccc3S2)cc1OC (stereo not drawn) | -8% | 0.0%
Cc1nnc(SCc2nc(-c3ccc(Cl)cc3)no2)n1-c1ccc(F)cc1 | 11% | 0.0%
Cc1nnc(NC(=O)CSc2nnc3c(n2)[nH]c2ccccc23)s1 | -5% | 1.9%
COc1cc(OC)c(NC(=O)CCc2c(C)nc3cc(-c4ccccc4OC)nn3c2C)cc1Cl | -12% | 6.7%
COc1ccc(C(=O)c2cn(Cc3ccccc3F)c3cc4c(cc3c2=O)OCO4)cc1 | 13% | 1.2%
COc1ccc(NC(=O)CSc2oc(-c3cccs3)nc2S(=O)(=O)c2ccccc2)c(OC)c1 | -4% | -1.2%
Cc1nc2nc(CNC(=O)c3cccc(F)c3)nn2c(C)c1CCC(=O)Nc1ccc(F)cc1 | 0% | -2.8%
COc1ccc(NC(=O)C(NS(=O)(=O)c2cccc3nsnc23)C(C)C)cc1 (stereo not drawn) | -7% | 1.9%
O=C(c1ccc(Cl)cc1)N(Cc1ccco1)Cc1ccco1 | -19% | 3.4%
O=C(Nc1ccccc1C(F)(F)F)c1cc2nc(-c3ccccc3)cc(-c3ccccc3)n2n1 | 2% | -1.6%
COC(=O)c1cc(NC(=O)CCc2c(C)nc3c(c(C)nn3C(C)(C)C)c2C)cc(C(=O)OC)c1 | 11% | 0.8%
COc1cc(OC)c(NC(=O)Cn2cnc3sc(C)c(S(=O)(=O)N4CCC(C)CC4)c3c2=O)cc1Cl | -8% | -0.3%
COC(=O)c1cc2sc(C)cc2n1Cc1cccc(OC)c1 | -13% | 4.1%
Cc1ccccc1NC(=O)c1sc2nc3c(cc2c1N)CCCC3 | ? | 1.8%
Cc1oc(-c2cccc(Cl)c2)nc1CN1CCC(C(=O)NC(C)c2ccccc2)CC1 (stereo not drawn) | 8% | 0.0%
COc1ccccc1CNC(=O)C(Cc1ccccc1)NS(=O)(=O)c1ccc2c(c1)oc(=O)n2C (stereo not drawn) | 5% | 3.3%
CCc1cc(=O)oc2c(C)c(OCC(=O)Nc3ccc(S(=O)(=O)N(CC)CC)cc3)ccc12 | -17% | -0.2%
CCOC(=O)c1cc2c(=O)n3ccccc3nc2n(CCOC)c1=NC(=O)c1cc2ccccc2o1 | 8% | -0.9%
O=C(C1CCN(S(=O)(=O)c2ccc(Br)s2)CC1)N1CCN(c2cccc(Cl)c2)CC1 | -1% | 2.0%
CCOC(=O)N1CCc2c(sc3c2c(=O)n(Cc2ccccc2)c(=O)n3CC(=O)Nc2cccc(CC)c2)C1 | -5% | -3.1%
Cc1ccc(NC(=O)Cn2c(=O)oc3cc(S(=O)(=O)N4CCCC4)ccc32)cc1F | -2% | -5.3%
CCN(C(=O)CCc1nc(-c2ccc(C)cc2)no1)c1cccc(C(F)(F)F)c1 | -13% | 2.1%
CCOc1ccc(CN2C(=O)c3ccccc3Sc3ccc(C(=O)NC4CCC(C)CC4)cc32)cc1 (stereo not drawn) | 3% | 2.4%
O=C(COc1ccccc1Cl)N(Cc1ccco1)Cc1ccco1 | -5% | 3.4%
CCOc1ccc(CCNC(=O)CS(=O)(=O)Cc2nc(-c3cccc(Cl)c3)oc2C)cc1 | -64%[inhibitor] | 2.1%
CC(=O)c1c(C)n(-c2cccc(Cl)c2)c2ccc(OC(=O)c3ccccc3)cc12 | 18% | -1.6%
CCCCOc1ccccc1C1CC(=O)Nc2cc(OC)c(OC)cc21 (stereo not drawn) | 1% | -1.8%
COc1ccc(/C=C/c2nc(C#N)c(NCc3ccc(F)cc3)o2)cc1OC | 4% | 6.1%
CC(=O)N1CCc2cc(Br)cc(S(=O)(=O)N3CCC(C(=O)Nc4cccc(C)c4C)CC3)c21 | -6% | 12%
CCC1CCCCN1Cc1c(O)ccc2c(=O)c(Oc3ccccc3Cl)c(C(F)(F)F)oc12 (stereo not drawn) | -7% | 0.1%
Cc1cccc(NC(=O)C2CCCN(S(=O)(=O)c3cccc4nonc34)C2)c1C (stereo not drawn) | -11% | ?
N#Cc1c(C(F)(F)F)cc(-c2cccs2)nc1SCC(=O)Nc1cccc(Cl)c1 | 0% | 15%
COCCn1c(SCC(=O)Nc2cccc(C)c2C)nc2c(oc3ccccc32)c1=O | 14% | 2.7%
CC(C)CCSc1nnc2n(-c3ccccc3)c(=O)c3c4c(sc3n12)CC(C)CC4 (stereo not drawn) | -9% | -0.5%
CCC(=O)N1CCc2cc(Br)cc(S(=O)(=O)CCC(=O)NCCc3ccccc3Cl)c21 | -4% | -1.1%
Cc1cc(=O)n2nc(N3CCC(C(=O)NCCCOC(C)C)CC3)sc2n1 | 7% | -2.3%
Cc1cccc(CCNC(=O)CCc2c(C)nc3c(-c4ccc(F)cc4)c(C)nn3c2C)c1 | ? | 2.2%
CCOC(=O)c1ccc(N2C(=O)c3n[nH]c(-c4cccs4)c3C2c2ccc(CC)cc2)cc1 (stereo not drawn) | -93%[inhibitor] | 8.1%
COc1cccc(/C=C/c2nc(C#N)c(N3CCC(C(N)=O)CC3)o2)c1 | 14% | -1.3%
O=C(Nc1c(C(=O)Nc2cccc(C(F)(F)F)c2)oc2ccccc12)c1cc(=O)c2ccccc2o1 | 5% | 0.0%

More results follow:
compound	SMN2 splice up	Epigenetic reg
CSc1ncc(Cl)c(C(=O)Nc2c(C(=O)c3ccc(C)c(F)c3)oc3ccccc23)n1	7%	-0.8%
CCc1ccc(-n2nc(CO)c(C(=O)NCc3cccs3)n2)cc1	-25%	-2.6%
Cn1c(=O)c2sccc2n2c(CCC(=O)N3CCN(c4ccccc4)CC3)nnc12	-22%	-1.8%
CCN(Cc1ccccc1)C(=O)Cn1c(=O)oc2cc(S(=O)(=O)N3CCCCCC3)ccc21	22%	-4.0%
CCCCOc1c(Cl)cc(C(=O)N(Cc2ccc(C)o2)C2CCS(=O)(=O)C2)cc1Cl (stereo not drawn)	-32%[inhibitor]	-1.9%
COc1ccc(Cn2c(SCc3ccc(C(=O)NCc4ccccc4F)cc3)nc3cccnc32)cc1	-15%	0.0%
COc1ccc(Cn2cc(C(=O)c3ccc(OC)cc3)c(=O)c3cc4c(cc32)OCCO4)cc1	13%	1.1%
Cc1nn2c(-c3ccccc3)cc(-c3ccccc3)nc2c1-c1ccc(Cl)cc1	-4%	0.2%

Structural class: the compounds so far with a cyano group
compound	SMN2 splice up	Epigenetic reg
COc1ccc(/C=C/c2nc(C#N)c(NCc3ccc(F)cc3)o2)cc1OC	4%	6.1%
N#Cc1c(C(F)(F)F)cc(-c2cccs2)nc1SCC(=O)Nc1cccc(Cl)c1	0%	15%
COc1cccc(/C=C/c2nc(C#N)c(N3CCC(C(N)=O)CC3)o2)c1	14%	-1.3%

Remaining list, next part.
compound	SMN2 splice up	Epigenetic reg
O=C1CC(c2ccccc2)Sc2ccccc2N1Cc1ccc(F)cc1 (stereo not drawn)	?	0.0%
CCN1CCN(CCCNC(=O)c2cc3c(=O)n(C)c4ccccc4c3s2)CC1	?	-0.4%
CCc1ccccc1NC(=O)Cn1c(=O)n(CC2CCC(C(=O)NCCc3ccccc3)CC2)c(=O)c2ccccc21 (stereo not drawn)	0%	5.9%
Cc1ccc(S(=O)(=O)N(CC(=O)Nc2ccc(F)cc2F)Cc2ccc(F)cc2)cc1	-15%	-1.1%
O=c1oc2c3c(ccc2c2ccccc12)OCN(Cc1ccc(Cl)cc1)C3	11%	-1.9%
CCCCOc1ccccc1NC(=O)CC1Sc2ccccc2NC1=O (stereo not drawn)	-3%	2.9%
COc1ccc(CCNC(=O)Cn2nc(C)n3c(cc4occc43)c2=O)cc1OC	6%	-1.6%
Cn1nnnc1SCCNCc1cc(Br)ccc1OCc1ccccc1Cl	-66%[inhibitor]	0.8%
CCCCCOC(=O)CSc1nc2sc3c(c2c(=O)n1-c1ccccc1)CC(C)(CC)OC3 (stereo not drawn)	-10%	-0.8%
COc1ccc(CCn2c(=O)c3cccnc3n(CC(=O)Nc3c(C)cc(C)cc3C)c2=O)cc1OC	2%	0.8%
Cc1c(CC(=O)NCc2ccccc2Cl)c(=O)oc2cc(O)ccc12	3%	-1.9%
COc1cc2c(=O)n(CCC(=O)NCC3CCCO3)c(=O)n(CC(=O)Nc3ccccc3C)c2cc1OC (stereo not drawn)	16%	0.2%
COc1ccc(-c2noc(CSc3nnc(-c4ccncc4)n3-c3ccc(C)cc3)n2)cc1OC	6%	1.9%
O=C(CN1C(=O)COc2ccc(S(=O)(=O)N3CCOCC3)cc21)N1CCN(c2cccc(Cl)c2)CC1	-6%	-1.4%
CCOc1ccc(CNCCSc2nnnn2C)cc1OC	-7%	3.2%
CCOc1cccc(NC(=O)C2CC(=O)N(C)C(=Nc3cccc(OC)c3)S2)c1 (stereo not drawn)	-55%[inhibitor]	-1.6%
CCc1ccc2oc(-c3cccc(NC(=O)COc4ccccc4Cl)c3)nc2c1	23%	?
COC(=O)c1ccc(NC(=O)NC(C)c2c(-n3cccc3)sc(C)c2C)cc1 (stereo not drawn)	-2%	0.0%
CCOC(=O)c1c(C)oc2ncnc(Nc3ccc(CC)cc3)c12	-1%	-1.8%
COc1ccc(-c2c3c(nc4sc(C(=O)Nc5ccccc5F)c(N)c24)CC(C)(C)CC3=O)cc1	?	0.9%
CC1CCN(C(=O)c2ccc3c(c2)N(Cc2ccccc2)C(=O)c2ccccc2S3(=O)=O)CC1	-12%	0.0%
CCOc1ccccc1NC(=O)c1c(NC(=O)C(C)Oc2cccc(Cl)c2)sc2c1CCCCC2 (stereo not drawn)	6%	-1.6%
CCOCCCNC(=O)CN1C(=O)COc2ccc(S(=O)(=O)N3CCCCCC3)cc21	-7%	0.0%
CCc1cccc2c(-c3ccc(F)cc3)nc(SCC(=O)Nc3ccccc3)nc12	15%	-2.0%
Cc1c(NC(=O)c2nc3ccccc3n(C)c2=O)cccc1[N+](=O)[O-]	2%	3.1%
CCCOC(=O)c1ccc(NC(=O)Cn2nnc3sc4c(c3c2=O)CCC(C(C)(C)C)C4)cc1 (stereo not drawn)	-7%	-1.8%
Cc1ccc2c(c1)c1c(c(=O)n(-c3cccc(Cl)c3)c(=O)n1CC(=O)Nc1c(C)cccc1C)n2C	-1%	-1.0%
Cc1ccc(CNC(=O)CCc2c(C)nc3c4c(C)cc(C)nc4nn3c2C)cc1	22%	-5.6%
Cc1c(Cl)cccc1NC(=O)Nc1ccc2snnc2c1	5%	1.1%
CCc1ccc(NC(=O)C(Cc2ccccc2)NS(=O)(=O)c2ccc3c(c2)c(=O)n(C)c(=O)n3C)cc1 (stereo not drawn)	2%	0.0%
Cc1ccc(NC(=O)Cn2c(=O)n(Cc3ccco3)c(=O)c3ccc(C(=O)NC4CCCC4)cc32)c(C)c1	-14%	0.5%
Cc1ccc(C)c(NC(=O)C2CCN(c3cc(C)nc4c(-c5ccc(Cl)cc5)c(C)nn34)CC2)c1	4%	2.2%
CC(=O)c1c(C)oc2ccc(N(C(=O)c3ccncc3)S(=O)(=O)c3ccc(F)cc3C)cc12	23%	0.0%
COc1cccc(N2C(=O)C(CC(=O)Nc3ccc(F)cc3)N(CCC3=CCCCC3)C2=O)c1 (stereo not drawn)	8%	-2.3%
CCC1=C(c2ccc(C)cc2)S(=O)(=O)N=C1N1CCC(C(=O)NCc2ccc(C)cc2)CC1	-17%	2.7%
COc1ccc(-c2nn(C)c3sc(C(=O)N4CCN(c5ccccc5F)CC4)cc23)cc1OC	-1%	0.2%
O=c1oc2cc(O)ccc2cc1-c1nnc(Nc2ccccc2F)s1	4µM*	1.6%
COc1cccc(CSc2nc3ccncc3n2CC(=O)Nc2ccc(OC)c(OC)c2OC)c1	?	-5.7%
COc1ccc(C(=O)Nc2nc3c(s2)CCc2cc(OC)ccc2-3)cc1	-38%[inhibitor]	-2.9%
COc1ccc(-c2noc(CSc3nnc(C)n3-c3ccc(C)c(C)c3)n2)c(OC)c1	-3%	-1.0%

Entries of single compounds as entered above:
`Cc1ccc(NC(=O)Cn2c(=O)n(Cc3ccco3)c(=O)c3ccc(C(=O)NC4CCCC4)cc32)c(C)c1` as listed: SMN2 splice up = -14%; Epigenetic reg = 0.5%
`CCc1cccc2c(-c3ccc(F)cc3)nc(SCC(=O)Nc3ccccc3)nc12` as listed: SMN2 splice up = 15%; Epigenetic reg = -2.0%
`COc1ccc(Cn2cc(C(=O)c3ccc(OC)cc3)c(=O)c3cc4c(cc32)OCCO4)cc1` as listed: SMN2 splice up = 13%; Epigenetic reg = 1.1%

The results go on.
compound	SMN2 splice up	Epigenetic reg
Cc1ccc(CN(Cc2ccco2)C(=O)c2ccccc2Br)o1	-7%	-2.5%
O=C1CC(c2ccc(F)cc2F)c2cc3c(cc2N1)OCO3 (stereo not drawn)	1%	3.1%
COc1cc(-c2cc3n(C)c(C)c(CCC(=O)O)c(=O)n3n2)cc(OC)c1OC	-16%	-0.7%
Cc1ccc2nc(-c3ccc(C)c(NC(=O)Cc4ccccc4)c3)oc2c1	-5%	-0.5%
